CBFb RUNX1 block: inhibitors of human CBF-beta and RUNX1 interaction | Q01196+Q13951 | AlphaScreen CBFb-His/RUNX1-biotin binding, biochemical | Potency, µM (series often up to 59.8 µM), for the others: top-dose activity, negative = inhibition, hits mostly inhibitors | 230,000 tested, under 10 active | AID 1477; further: % of control where 0% means no effect
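AlphaScreen proximity signal reports loss of binding between His-tagged CBF-beta and biotin-labelled RUNX1, each at 30 nM. Proteins are pre-associated for 20 minutes, compounds added for 15 minutes, then beads for 90 minutes, all at ambient temperature.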
Epigenetic derep: epigenetic control regulation, reporter derepression | murine LDR cells, GFP reporter derepression, 30 h | Potency, µM (titrated, usually from 53.9 µM), inactives show at the top dose GFP activation, usual class: activators | 0.2% of 280,000 active; further: potency means the concentration at half of the fitted maximal effect; % of control where 0% means no effect; nearly all actives have a fitted effect of over 60% in size
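GFP-positive cell count by laser-scanning cytometry (objects 20–120 um) after 30 h, 37 C compound exposure of murine LDR cells; reporter is CMV-GFP integrated at a silenced locus, inducible by HDAC or DNMT inhibitors.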
NPSR antagonist: neuropeptide S receptor (human) antagonism, cAMP. 1% of 220,000 active. Potency, µM (doses to about 38.3 µM), for the others: top-dose activity change, negative = inhibition, most hits filed as inhibitors. CHO-NPSR cells, cAMP TR-FRET, antagonist mode; further: potency means the concentration at half of the fitted maximal effect; on the % scale 0 is the no-effect control and ±100 the full control effect; nearly all actives have a fitted effect of over 50% in size; many of its hits are not listed in these tables
Target sequence (Q6W5P4 whole entry, looked up): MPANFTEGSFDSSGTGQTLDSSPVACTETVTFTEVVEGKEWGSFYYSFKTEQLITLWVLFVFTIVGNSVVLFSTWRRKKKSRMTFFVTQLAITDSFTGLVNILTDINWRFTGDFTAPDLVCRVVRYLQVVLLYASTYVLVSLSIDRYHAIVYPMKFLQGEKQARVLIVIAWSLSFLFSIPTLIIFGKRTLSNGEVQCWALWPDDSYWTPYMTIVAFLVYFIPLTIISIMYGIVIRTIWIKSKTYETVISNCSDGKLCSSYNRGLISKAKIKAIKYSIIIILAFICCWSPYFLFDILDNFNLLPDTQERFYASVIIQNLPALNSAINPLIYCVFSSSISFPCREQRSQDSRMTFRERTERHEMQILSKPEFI
IMPase Li cell: IMPase inhibition in cells with lithium potentiation; 0.35% of 210,000 active; CHO-M1 cells, IP1 TR-FRET (IP-One), carbachol + lithium; Potency, µM (top dose mostly 59.4 µM), for the others: at the top dose activity, negative = IMPase inhibition, hits mostly inhibitors;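 further: IP1 builds up when IMPase is blocked and the TR-FRET signal falls; potency means the concentration at half of the fitted maximal effect; plate controls were basal vehicle for no effect and high inhibitor control for full effect; nearly all actives have a fitted effect of over 50% in size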
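Steps: plate 2000 CHO-M1 cells per well and culture 16–30 h; add compound and lithium; incubate 30 min, 37C; add d2-IP1 tracer and Eu cryptate anti-IP1 antibody in lysis buffer; read after 10 min at room temperature.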
aGal spleen mod: inhibits or activates alpha-galactosidase in human spleen homogenate; P06280; human spleen homogenate, 4MU-alpha-Gal fluorescence, 40 min; Potency, µM (series often up to 80 µM), without a hit: at the top dose activity change, negative = inhibition, hits mostly inhibitors; 0.008% of 240,000 active;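 further: potency means the concentration at half of the fitted maximal effect; 0% = enzyme with vehicle and -100% = no enzyme basal signal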
Target sequence (P06280 32-429 limits assumed): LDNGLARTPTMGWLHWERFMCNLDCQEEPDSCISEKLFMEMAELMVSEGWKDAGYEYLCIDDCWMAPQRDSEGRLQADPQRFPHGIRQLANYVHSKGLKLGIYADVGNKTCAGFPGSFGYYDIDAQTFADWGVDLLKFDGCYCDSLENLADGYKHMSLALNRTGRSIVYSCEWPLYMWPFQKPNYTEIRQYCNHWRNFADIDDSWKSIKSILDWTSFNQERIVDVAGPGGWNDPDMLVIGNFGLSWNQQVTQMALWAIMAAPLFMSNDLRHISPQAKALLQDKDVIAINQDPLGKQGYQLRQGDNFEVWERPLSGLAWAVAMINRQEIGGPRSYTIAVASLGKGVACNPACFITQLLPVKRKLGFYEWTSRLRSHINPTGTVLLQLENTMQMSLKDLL
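Human spleen homogenate (1 ug) was the enzyme source, with 4-methylumbelliferyl-alpha-D-galactopyranoside (1 mM final) in pH 5.0 citrate buffer with 0.01% Tween-20. Compounds were titrated; after 40 min at 37C, NaOH/glycine stop, 4-MU fluorescence read; AC50 from Hill fits.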
Luc counter: counter-screen: inhibitors of Kinase-Glo firefly luciferase | Q27757 | Kinase-Glo luciferase, ATP luminescence, 8 min | Potency, µM (highest dose often 38.3 µM), for the others: top-dose activity change, negative = inhibition, hits mostly inhibitors | 0.28% of 200,000 active | AID 1379; further: potency means the concentration at half of the fitted maximal effect; on the % scale 0 is the no-effect control and ±100 the full control effect; nearly all actives have a fitted effect of over 60% in size
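Luminescence was the read-out, taken after 8-minute incubation at ambient temperature. Luciferase turned over luciferin with 10 uM ATP in imidazole pH 7.2 buffer containing KCl, MgCl2, Tween 20 and BSA.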
Lamin A splicing: LMNA splicing modulation | HeLa LMNA splicing GFP/RFP minigene ratio, 48 h | Potency, µM (titrated, usually from 46.1 µM), inactives show top-dose ratio change, negative = inhibition, usual class: inhibitors | 0.01% of 200,000 active; active means well fitted inhibition curve with a large enough effect in the signal ratio, with a control signal flat, not every such curve was filed as active; inconclusive means small, poorly fitted or top-dose-only effect, or effect the other way, or a change in a side signal; the % refers to the signal ratio; further: potency means the concentration at half of the fitted maximal effect; on the % scale 0 is the no-effect control and ±100 the full control effect
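S3 HeLa stable clones carrying a lamin A-EGFP splicing minigene plus DsRed2 were seeded at 600 cells/well in Opti-MEM with 2% FBS, pin-dosed and incubated 48 h at 37°C. Acumen cytometry (488 nm) gave the GFP/RFP total-intensity ratio.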
Starred values were filed as active, the others as inactive; u = inconclusive; x = not tested or not shown; [ ] = remark or other dose. Unless noted, the call rests on the fitted dose curve; in most records, active means well fitted curve in the direction sought with a large enough effect; inconclusive means small, poorly fitted or top-dose-only effect, or another doubt; inactive means no such curve, though single readings can be large; an effect the other way counts as inactive or inconclusive.

(1) O=C1CCC/C(=N\NC(=O)c2ccc(COc3ccccc3-c3ccccc3)cc2)C1
(2) CC1(C)CC2CC(C)(CN2C(=O)COC(=O)c2cc(Cl)cc(Cl)c2N)C1 (configuration not stated)
(3) CCOC(=O)C1=C(C)NC(=O)NC1c1ccco1 (configuration not stated)
(4) COc1cc(/C=C2/C(=O)NN(c3ccc(F)cc3)C2=O)cc([N+](=O)[O-])c1O
(5) CCOC(=O)C(=NCC1CCCO1)NNc1cc(Cl)ccc1Cl (configuration not stated)
(6) CCNc1nc(NC(C)C)nc(OCCOC(=O)Nc2ccccc2)n1

compound no.,1,2,3,4,5,6
CBFb RUNX1 block,-16%,5%,-14%,-9%,-5%,-3%
Epigenetic derep,-4.5%,-1.0%,3.7%,-1.8%,0.3%,-0.8%
NPSR antagonist,-35%,-25%[46.1 µM],-10%[7.67 µM],-11%,-36%,1%[46.1 µM]
IMPase Li cell,13%,4%[38.3 µM],-17%[38.3 µM],x,x,3%
aGal spleen mod,5%,19%,-7%,-3%,2%,-3%
Luc counter,1%,0%,-4%,x,x,0%
Lamin A splicing,u,12%,-1%,x,x,u

5 structures out of the list, ordered by formula weight, ascending.
(3) CCOC(=O)C1=C(C)NC(=O)NC1c1ccco1 (configuration not stated)
(6) CCNc1nc(NC(C)C)nc(OCCOC(=O)Nc2ccccc2)n1
(4) COc1cc(/C=C2/C(=O)NN(c3ccc(F)cc3)C2=O)cc([N+](=O)[O-])c1O
(2) CC1(C)CC2CC(C)(CN2C(=O)COC(=O)c2cc(Cl)cc(Cl)c2N)C1 (configuration not stated)
(1) O=C1CCC/C(=N\NC(=O)c2ccc(COc3ccccc3-c3ccccc3)cc2)C1

compound no.,3,6,4,2,1
CBFb RUNX1 block,-14%,-3%,-9%,5%,-16%
Epigenetic derep,3.7%,-0.8%,-1.8%,-1.0%,-4.5%
NPSR antagonist,-10%[7.67 µM],1%[46.1 µM],-11%,-25%[46.1 µM],-35%
IMPase Li cell,-17%[38.3 µM],3%,x,4%[38.3 µM],13%
aGal spleen mod,-7%,-3%,-3%,19%,5%
Luc counter,-4%,0%,x,0%,1%
Lamin A splicing,-1%,u,x,12%,u

Back to the main list with the three entries that preceded the break.
(4) COc1cc(/C=C2/C(=O)NN(c3ccc(F)cc3)C2=O)cc([N+](=O)[O-])c1O
(5) CCOC(=O)C(=NCC1CCCO1)NNc1cc(Cl)ccc1Cl (configuration not stated)
(6) CCNc1nc(NC(C)C)nc(OCCOC(=O)Nc2ccccc2)n1
(7) Cc1cc(C)nc(NC(=S)Nc2cccc(F)c2)c1
(8) Cc1c(Br)c([N+](=O)[O-])nn1CC(=O)NCc1cccnc1
(9) CN1CCN(CC(=O)Nc2ccc(Cl)cc2Cl)CC1
(10) CC(C)CC(=O)N/N=C/c1c(N)n(C)c(=O)n(C)c1=O
(11) Cc1cc(C)c2c(NC(=S)Nc3ccccc3)n[nH]c2n1
(12) COc1ccccc1Nc1nc(-c2sc(NC(=O)c3ccc([N+](=O)[O-])cc3)nc2C)cs1

compound no.,4,5,6,7,8,9,10,11,12
CBFb RUNX1 block,-9%,-5%,-3%,2%,0%,4%,5%,1%,-24%
Epigenetic derep,-1.8%,0.3%,-0.8%,3.0%,-2.6%,-0.8%,-1.0%,0.6%,-3.3%
NPSR antagonist,-11%,-36%,1%[46.1 µM],-2%,5%[46.1 µM],2%[46.1 µM],7%,9%,-15%[46.1 µM]
IMPase Li cell,x,x,3%,x,23%[38.3 µM],-8%[38.3 µM],x,2%,12%[38.3 µM]
aGal spleen mod,-3%,2%,-3%,-12%,1%,-1%,6%,9%,-2%
Luc counter,x,x,0%,x,-2%,3%,x,0%,-4%
Lamin A splicing,x,x,u,x,4%,2%,x,-9%[46 µM],6%

(13) Cn1c(=O)n(C)c2cc([N+](=O)[O-])c(N3CCN(C(=O)c4ccccc4Br)CC3)cc21
(14) COc1ccccc1CNC(=O)CSc1nnc2ccc(-c3cccnc3)nn12
(15) CCOC(=O)C(C)Sc1ncnc2c1c(-c1ccccc1)cn2-c1ccc(OC)cc1 (configuration not stated)
(16) Cc1cc(Br)ccc1OCC(=O)NNC(=O)c1cnccn1
(17) O=C(CCSc1nnc(-c2ccco2)o1)N1CCOCC1
(18) CC1CCN(Cc2nc(-c3ccccc3)no2)CC1

compound no.,13,14,15,16,17,18
CBFb RUNX1 block,-3%,18%,1%,-15%,12%,4%
Epigenetic derep,-1.3%,0.5%,-1.0%,-5.0%,0.0%,-9.7%
NPSR antagonist,-26%,2%,-51%,-1%,13%,-19%[46.1 µM]
IMPase Li cell,15%,-12%,18%,-2%,0%,x
aGal spleen mod,10%,1%,1%,-2%,3%,7%
Luc counter,4%,1%,1%,-1%,2%,x
Lamin A splicing,9%[46 µM],u,u,u,-2%[9.22 µM],4%

(19) COc1ccc(N2CC(C)Cn3c2nc2c3c(=O)n(Cc3ccc(C)cc3)c(=O)n2C)c(OC)c1 (configuration not stated)
(20) O=C(CN1CCN(Cc2ccc(F)cc2Cl)C1=O)NCCCN1CCOCC1
(21) COc1ccc(-c2csc(-n3ncc(-c4cccs4)c3N)n2)cc1
(22) Cc1ccc(C(=O)c2oc3nc(C)cc(C)c3c2N)cc1
(23) CCCCN1C(=O)Cc2c1nc(N)c1c(N)nc(N(CCC)CCC)c(C#N)c21
(24) Cc1cc2ccccn2c1C(=O)c1cccc([N+](=O)[O-])c1

compound no.,19,20,21,22,23,24
CBFb RUNX1 block,-13%,4%,4%,4%,-23%,-24%
Epigenetic derep,-4.4%,-0.8%,-1.1%,-2.3%,0.0%,2.4%
NPSR antagonist,-48%,0%[46.1 µM],-16%[46.1 µM],-19%[46.1 µM],u,-8%
IMPase Li cell,7%,-1%[38.3 µM],-25%[38.3 µM],2%[38.3 µM],-9%[38.3 µM],-5%
aGal spleen mod,-9%,4%,-14%,1%,11%,8%
Luc counter,-4%,0%,-1%,-4%,-3%,1%
Lamin A splicing,13%[9.22 µM],-8%,u,8%,u,x

(25) O=c1cnc2cnc(N3CCNCC3)nc2n1Cc1cccs1
(26) O=S(=O)(c1ccc(Cl)cc1)n1ccc2cccnc21
(27) Cc1cccc(C(C)(C)C)c1OCCn1ccnc1
(28) O=C(CCCn1c(=O)[nH]c2cc(Cl)ccc2c1=O)NCCCN1CCCC1
(29) COc1ccc(OC)c(/C=C/C(=O)N2C(=O)c3cccc(N)c3C2=O)c1
(30) Cc1ccc(S(=O)(=O)N(CC(=O)NCCC2=CCCCC2)Cc2ccccc2)cc1

compound no.,25,26,27,28,29,30
CBFb RUNX1 block,x,2%,13%,-6%,0%,10%
Epigenetic derep,x,0.0%,1.8%,-5.4%,u,1.5%
NPSR antagonist,x,-4%[46.1 µM],-1%[46.1 µM],-7%[46.1 µM],-34%,u
IMPase Li cell,32%[activator],12%,10%,22%[38.3 µM],6%,20%[38.3 µM]
aGal spleen mod,-8%,-3%,0%,-3%,5%,-13%
Luc counter,0%,4%,5%,-2%,-1%,1%
Lamin A splicing,x,2%,-3%,10%,u,u

(31) CC(C)Nc1nc(SCC(N)=O)nc(N2CCOCC2)n1
(32) O=S(=O)(c1ccccc1)N(Cc1ccccc1)c1ccccn1
(33) O=C(OCc1ccccc1)C1=[N+]([O-])OC(C(=O)OCc2ccccc2)C1c1c[nH]c2ccccc12 (configuration not stated)
(34) CN(C)c1ncnc2ccc(-c3ccoc3)cc12
(35) CCOC(=O)Cn1nc(C)n(-c2ccc(C(C)C)cc2)c1=O
(36) Cc1ccccc1C(=O)Nc1nnc(CC(=O)N/N=C/c2ccco2)s1

compound no.,31,32,33,34,35,36
CBFb RUNX1 block,-2%,10%,-1%,x,2%,-8%
Epigenetic derep,-3.9%,0.1%,9.1%,x,-1.1%,3.0%
NPSR antagonist,0%[46.1 µM],-16%[46.1 µM],-28%[46.1 µM],x,9%[46.1 µM],19%
IMPase Li cell,2%[38.3 µM],26%[38.3 µM],-6%[38.3 µM],6%,-5%[38.3 µM],x
aGal spleen mod,5%,0%,4%,-4%,6%,4%
Luc counter,-2%,0%,1%,x,-3%,x
Lamin A splicing,13%,4%,7%,u,-11%,x

(37) Cc1ccc(S(=O)(=O)/C(=C/Cl)NC(=O)c2ccccc2)cc1
(38) O=S(=O)(/N=C(/Nc1ccc(Cl)c(S(=O)(=O)Nc2ccccc2Cl)c1)c1ccc(F)cc1)c1ccccc1
(39) Cc1nn(C)c(Cl)c1C(=O)NCC(=O)NCc1ccccc1
(40) O=C(O)c1cc([N+](=O)[O-])c(NCCC2=CCCCC2)c([N+](=O)[O-])c1
(41) CCC(CO)Nc1ncnc2c1cnn2-c1ccc(Cl)cc1 (configuration not stated)
(42) O=C(c1cc2cc(Cl)ccc2oc1=O)N1CCOCC1

compound no.,37,38,39,40,41,42
CBFb RUNX1 block,10%,-11%,15%,-1%,-2%,3%
Epigenetic derep,-1.3%,0.0%,4.3%,-2.2%,0.7%,1.1%
NPSR antagonist,-10%,-52%,4%,-23%,-1%[46.1 µM],-3%[46.1 µM]
IMPase Li cell,2%,16%,0%,9%,6%[38.3 µM],22%[38.3 µM]
aGal spleen mod,2%,11%,13%,-9%,7%,6%
Luc counter,1%,-1%,-1%,17%,2%,1%
Lamin A splicing,u,-5%[46 µM],12%[46 µM],x,-15%,-6%

(43) C(=C\c1cccc2ccccc12)/c1nnc(-c2cccs2)o1
(44) CCCC1=[N+](CC)CCn2c(C)ccc21
(45) COC(CNC(=O)c1cc(Sc2nnc(C)s2)nc2ccccc12)OC
(46) C=CCn1c(C(CCCC)CC(O)COCC(C)C)n[nH]c1=S (configuration not stated)
(47) O=C(Nc1ccccc1)c1c(F)c(F)c(F)c(F)c1F
(48) CCOc1cc(CN2CCN(C(=O)c3ccco3)CC2)ccc1OC
(49) COC(=O)c1cc2c(ccn2C)n1C

compound no.,43,44,45,46,47,48,49
CBFb RUNX1 block,u,6%,2%,5%,3%,18%,-7%
Epigenetic derep,-2.3%,-1.8%,0.0%,-0.7%,0.0%,-13%,-2.8%
NPSR antagonist,u,1%[46.1 µM],1%[46.1 µM],-5%,5%[46.1 µM],-2%[46.1 µM],-1%
IMPase Li cell,7%[38.3 µM],61%[activator][38.3 µM],-5%,9%,11%[38.3 µM],23%[38.3 µM],-4%
aGal spleen mod,14%,-2%,1%,-10%,5%,1%,-5%
Luc counter,4%,3%,6%,3%,-2%,-1%,-1%
Lamin A splicing,17%,-6%,u,-8%[46 µM],9%,-6%,0%[46 µM]

The list is partial; rates above refer to the full screens.
